High-throughput results from PubChem BioAssay.
GAA inhib: alpha-glucosidase (human) inhibition. P10253. Potency, µM (highest dose often 76.9 µM), without a hit: top-dose activity change, negative = inhibition, actives largely listed as inhibitors. purified human GAA, 4-MU-alpha-glucoside fluorescence. AID 1466. hit rate 0.005% among 200,000;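 further: plate controls were uninhibited enzyme wells for no effect and no-enzyme background for full effect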
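qHTS format, compound range up to 77 uM. Human lysosomal enzyme at 4 nM, 400 uM 4-MU glucoside substrate, pH 5.0, 20 min room temperature; fluorescence after alkaline stop gives activity normalized to controls.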
GAA spleen mod: inhibits or activates alpha-glucosidase in human spleen homogenate | P10253 | human spleen homogenate, 4-MU-alpha-glucoside fluorescence | Potency, µM (top dose mostly 79.9 µM), without a hit: at the top dose activity change, negative = inhibition, actives largely listed as inhibitors | hit rate 0.006% among 240,000 | AID 2112;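 further: 0% = enzyme with vehicle and -100% = no enzyme basal signal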
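Human spleen homogenate (1 ug) with 4-methylumbelliferyl-alpha-D-glucopyranoside (1 mM final) in 50 mM citrate/phosphate pH 5.0, 0.01% Tween-20; 40 min at 37 C. Stopped at pH 10; 4-MU fluorescence Ex 365/Em 440 nm; AC50 by Hill fit.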
HTT aggregate: reduces HttQ103-GFP aggregates in PC12 cells; PC12 HttQ103-GFP aggregates, Acumen cytometry, 40 h; Potency, µM (titrated, usually from 46.1 µM), without a hit: at the top dose activity change, negative = inhibition, usual class: inhibitors; hit rate 1.1% among 220,000; AID 1688; further: on the % scale 0 is the no-effect control and ±100 the full control effect; nearly all actives have a fitted effect of over 60% in size
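Huntingtin Q103 exon 1–GFP aggregates in induced PC12 cells (100 nM tebufenozide) were quantified by cytometry from lysates, with compounds dosed in titration.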
IMPase Li inh: membrane-permeable IMPase blocker, potentiated with lithium; Potency, µM (series often up to 59.4 µM), without a hit: at the highest dose activity, negative = IMPase inhibition, most hits filed as inhibitors; AID 1457; hit rate 0.35% among 210,000; CHO-M1 cells, IP1 TR-FRET (IP-One), carbachol + lithium;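 further: IP1 builds up when IMPase is blocked and the TR-FRET signal falls; plate controls were basal vehicle for no effect and high inhibitor control for full effect; nearly all actives have a fitted effect of over 50% in size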
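Lithium-sensitised IP1 accumulation assay; M1-expressing CHO cells treated 30 min at 37C with compound. Competitive antibody detection by time-resolved FRET followed a 10 min room-temperature lysis step.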
RGS12 GoLoco inh: inhibitors of human Gai1-RGS12 GoLoco interaction (red fluorophore) | AID 880 | P63096 | Gai1:RGS12 GoLoco peptide FP, rhodamine, 10 min | hit rate 0.44% among 230,000 | Potency, µM (series often up to 61.6 µM), inactives show at the highest dose activity, negative = inhibition, hits mostly inhibitors; active means well fitted inhibition curve with a large enough effect, not every such curve was filed as active; inactive means no such curve, though single readings can be large or run the other way; further: on the % scale 0 is the no-effect control and ±100 the full control effect; nearly all actives have a fitted effect of over 30% in size; many of its hits are not listed in these tables
Target sequence (P63096 whole entry, looked up): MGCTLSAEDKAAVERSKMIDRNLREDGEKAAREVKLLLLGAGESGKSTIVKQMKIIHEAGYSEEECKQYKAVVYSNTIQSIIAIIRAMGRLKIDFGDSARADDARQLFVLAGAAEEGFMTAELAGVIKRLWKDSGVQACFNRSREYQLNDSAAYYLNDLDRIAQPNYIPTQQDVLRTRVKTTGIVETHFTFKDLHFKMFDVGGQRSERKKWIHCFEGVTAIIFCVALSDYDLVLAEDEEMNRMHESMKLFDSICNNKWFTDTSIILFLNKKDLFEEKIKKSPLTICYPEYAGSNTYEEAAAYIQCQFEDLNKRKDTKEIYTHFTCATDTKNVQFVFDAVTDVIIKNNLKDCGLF
HTT ATP protect: cytoprotection in Huntington HTT-Q103 PC12 cell model. PC12 HTT-Q103 induced, cytoprotection, ATP luminescence, 40 h. Potency, µM (titrated, usually from 56.4 µM), for the others: cytoprotection (ATP increase), most hits filed as activators. hit rate 0.14% among 230,000. AID 1471;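 further: % of control where 0% means no effect; nearly all actives have a fitted effect of over 45% in size; toxic huntingtin expression switched on by the ecdysone agonist tebufenozide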
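Compounds added alongside 100 nM tebufenozide, which induces toxic Q103 huntingtin exon 1-GFP in stable PC12 cells; surviving cells quantified by luminescent ATP measurement. Medium: phenol red-free DMEM, 5% equine and 5% calf serum.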
GAA glycogen mod: alters human alpha-glucosidase cleavage of glycogen; hit rate 0.38% among 300,000; P10253; Potency, µM (series often up to 76.4 µM), for the others: at the highest dose activity change, negative = inhibition, hits mostly inhibitors; recombinant GAA, glycogen substrate, Amplex Red glucose oxidase fluorescence;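 further: 0% = full enzyme reaction and -100% = no-enzyme basal signal; the screen sought inhibitors and activators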
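Recombinant human alpha-glucosidase (4 nM final) hydrolysed bovine liver glycogen (30 ug) for 40 min at 37 C in pH 5.0 citrate/phosphate with 0.01% Tween-20. Released glucose detected by glucose oxidase/Amplex Red, Ex 573/Em 610 nm. Compounds up to 77 uM; AC50 from Hill fits.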
* = called active by the depositor; ? = inconclusive; . = not tested or not shown; [ ] = another dose, or the depositor's remark. Unless noted, the call rests on the fitted dose curve; in most records, active means well fitted curve in the direction sought with a large enough effect; inconclusive means small, poorly fitted or top-dose-only effect, or another doubt; inactive means no such curve, though single readings can be large; an effect the other way counts as inactive or inconclusive. Potency means the concentration at half of the fitted maximal effect.

No.	compound	IMPase Li inh	GAA inhib	RGS12 GoLoco inh	HTT aggregate	GAA spleen mod	GAA glycogen mod	HTT ATP protect
1	O=C(O)CCCCNS(=O)(=O)c1ccc(Cl)c(C(F)(F)F)c1	-1%[38.3 µM]	-5%	6%	9%	-1%	0%	-9%
2	COCCN1CCn2c(nc3cc(NC(=O)c4ccc(OC)cc4)ccc32)C1	22%[38.3 µM]	?	18%	-16%	0%	9%	-9%
3	CCOC(=O)C1=NNC2C(=O)N(CC)C(=O)C12 (centres undefined)	25%[38.3 µM]	5%	-7%	-3%	0%	5%	6%
4	Cc1cccc(N2CCN(S(=O)(=O)c3ccc4[nH]c(=O)c(=O)[nH]c4c3)CC2C)c1 (centres undefined)	0%[38.3 µM]	-1%	3%	-10%	3%	13%	-10%
5	CCCCNc1c([N+](=O)[O-])cc(C(=O)O)cc1[N+](=O)[O-]	0%	?	4%	-16%	-7%	5%	.
6	CCCNC(=O)C1CN(S(=O)(=O)c2ccccc2)CCN1S(=O)(=O)c1ccccc1 (centres undefined)	31%[activator][38.3 µM]	?	8%	9%	-1%	-4%	-6%[1.9 µM]
7	CS(=O)(=O)N1CCN(C(=O)c2cc3ccccc3oc2=O)CC1	-24%[38.3 µM]	1%	-15%	-5%	-3%	-3%	-7%
8	CS(=O)(=O)c1cnc(-c2ccccc2)nc1-c1ccc(Cl)c(Cl)c1	-14%	0%	9%	12%	3%	-1%	14%[10 µM]
9	C=CC(C1=CC(=O)C(OC)=CC1=O)c1ccc(O)cc1 (centres undefined)	2%	.	-6%	.	1%	.	-12%
10	COc1ccc(OC)c(NC(=O)CSc2nnc(-c3cccnc3)s2)c1	8%	-2%	-2%	5%	1%	20%	.
11	CC1(C)CC(CCC(=O)NC(=S)Nc2ccccc2Cl)C(=O)O1 (centres undefined)	5%	?	-7%	24%[9.22 µM]	-18%	-19%	-39%
12	Cc1cc(C(=O)CN2C(=O)NC3(CCCc4sccc43)C2=O)c(C)n1-c1ccc(Cl)cc1 (centres undefined)	3%	2%	6%	-6%	12%	2%	-5%[10 µM]
13	Cc1ccccc1NC(=O)CN1C(=O)COc2ccc(Cl)cc21	14%[38.3 µM]	-7%[15.4 µM]	-3%	9%	-5%	14%	-30%
14	N#Cc1ccccc1Cn1c(=O)n(-c2ccc(CC(=O)NCc3ccco3)cc2)c(=O)c2sccc21	21%[38.3 µM]	5%	-8%	-16%	7%	3%	-28%
15	C=CCN(C)NC(=S)Nc1ccccc1	0%	-2%	1%	4%	-10%	-10%	10%[10 µM]
16	N#Cc1c(NC(=O)c2cccc(S(=O)(=O)Nc3ccc(C(=O)O)cc3)c2)sc2c1CCCC2	.	.	30%[activator]	-3%[9.22 µM]	-6%	4%	-6%[10 µM]
17	C=CCNC(=O)C(=O)NN=C1CCN(C)CC1	-11%[38.3 µM]	0%	7%	-7%	-14%	-4%	17%
18	COc1ccc2nc(NC(=O)c3ccoc3C)sc2c1	19%[38.3 µM]	1%	6%	8%	-10%	3%	-16%[10 µM]
19	O=C(Nc1cccc(Cl)c1)c1ccc(F)c(S(=O)(=O)NCc2ccc3c(c2)OCO3)c1	5%	?	-5%	-22%	-4%	-13%	.
20	Cc1ccc(S(=O)(=O)Cn2nnnc2C(C)N2CCN(C(=O)c3ccco3)CC2)cc1 (centres undefined)	-4%[38.3 µM]	-1%	-3%	-12%	-11%	-10%	-4%
21	Cc1cccc(NC(=O)CCc2ccc(C)o2)c1	8%[38.3 µM]	-23%	-4%	10%	-5%	-1%	-16%
22	CC1(C)Cc2c(c(N3CCCC3)nc3sc4c(N5CCNCC5)ncnc4c23)CO1	.	-7%[15.4 µM]	-3%	-5%[9.22 µM]	-8%	-10%	19%[10 µM]
23	O=C(c1ccc(=O)[nH]c1)N(Cc1ccco1)C1(C(=O)NC2CCCCC2)CCCCC1	1%	?	-5%	10%	-18%	3%	11%[10 µM]
24	CCn1c([N+](=O)[O-])nc2c1c(=O)[nH]c(=O)n2C	21%	-11%	-1%	?	-5%	5%	-170%[inhibitor]
25	COC(=O)C1=C(C)NC(C)=C(C(=O)OC)C1c1cc2ccc(C)cc2[nH]c1=O	-1%[38.3 µM]	-31%	3%	4%	1%	16%	-17%[10 µM]
26	N#Cc1cn(Cc2ccccc2)c2ccccc12	29%[38.3 µM]	-16%	1%	-9%	-1%	3%	-20%
27	COc1cccc(CN2CCN(Cc3nc(C(C)C)cs3)CC2CCO)c1 (centres undefined)	24%	7%	14%	1%[9.22 µM]	4%	0%	5%[10 µM]
28	CCOc1ccc(CCNC(=O)C2CCC(=O)N2CCc2ccccc2)cc1OCC (centres undefined)	9%[38.3 µM]	2%	8%	20%	-1%	-1%	-2%[10 µM]
29	COC1=CCC2([N+](=O)[O-])CN(CCO)CC1([N+](=O)[O-])C2 (centres undefined)	-2%	-4%	-43%	9%	13%	-5%	-1%[10 µM]
30	O=C(CC12CC3CC(C1)CC(CC(=O)N1CCCC1)(C3)C2)N1CCCC1	-10%[38.3 µM]	-7%	3%	-21%	13%	-7%	-4%
31	CCC(C)[C@H](NC(=O)NCCCn1ccnc1)C(=O)OC (some centres undefined)	-3%	5%	6%	-12%	5%	-2%	4%[10 µM]
32	COc1cc(Cl)c(C)cc1NC(=O)Cc1ccc(OC)c(OC)c1	17%	?	6%	16%	0%	11%	0%[10 µM]
33	O=C1CCCC2=C1C(c1cccs1)Nc1ccc3ncccc3c12 (centres undefined)	-11%[38.3 µM]	-1%	17%	9%	-3%	9%	-52%[inhibitor]
34	CC(C)(C)OC(=O)N1CCCC(C(=O)CC#N)C1 (centres undefined)	-3%[38.3 µM]	2%	16%	3%	0%	-9%	0%[10 µM]
35	Cn1c(COc2ccc(Cl)cc2)nnc1SCc1ncc(-c2ccccc2)o1	28%[38.3 µM]	-12%	-8%	15%[9.22 µM]	-7%	-6%	-49%[inhibitor][10 µM]
36	CCCCn1c(N)c(C(=S)NC(=O)CC(C)C)c(=O)n(C)c1=O	-4%	6%	7%	-17%	-3%	-22%	16%[10 µM]
37	O=C(O)C1C2C=CC(C2)C1C(=O)OCC1CCCO1 (centres undefined)	6%[38.3 µM]	-4%	-11%	8%	7%	14%	-5%[10 µM]
38	COc1ccc(C2C(C(=O)N3CCCCC3)CCC(=O)N2c2cc(OC)c(OC)c(OC)c2)cc1 (centres undefined)	8%	8%	9%	-2%	-11%	3%	-2%[10 µM]
39	Clc1ccc(N2CCOCC2)nn1	-3%	5%	0%	-12%	-17%	4%	-2%
40	COc1ccc(CNC(=O)C(CCSC)NS(=O)(=O)c2ccccc2F)cc1 (centres undefined)	2%	?	9%	6%	-9%	-10%	-3%[10 µM]
41	Cn1nc(C(C)(C)C)cc1C(=O)Nc1nc2c(s1)C(=O)CC(C)(C)C2	-21%[38.3 µM]	-14%	-1%	2%	4%	0%	-15%[10 µM]
42	Cc1cccc(N2C(=O)C3CC3C2=O)c1 (centres undefined)	-7%	-10%	0%	9%	.	0%	-12%
43	COc1ccc(C2CC(=O)C(C=NCCN3CCOCC3)=C(O)C2)cc1 (centres undefined)	6%[38.3 µM]	-1%	-10%	12%	0%	5%	-14%
44	CCN(Cc1ccccc1)Cc1nnnn1Cc1ccccc1	4%	5%	10%	-5%[9.22 µM]	4%	4%	20%[10 µM]
45	Clc1ccc(-c2ccnc(Oc3cc(Cl)ccc3Cl)n2)cc1	-13%[38.3 µM]	-2%	7%	-11%	?	11%	-18%
46	CN1C(=S)SC(C)(C)C1N(O)C(=O)Nc1ccc(Cl)cc1 (centres undefined)	28%	-2%	-20%	?	-3%	-19%	-92%[inhibitor]
47	CCOC(=O)N1CCN(C(=O)Cc2ccc(-n3c(=S)[nH]c4ccccc4c3=O)cc2)CC1	-27%[38.3 µM]	-4%	8%	-6%	-1%	-1%	-12%
48	C=CCn1c(SCc2nc3ccccc3[nH]2)nnc1-c1cccc(OC)c1	-1%[38.3 µM]	-3%	2%	7%	3%	9%	-38%

Random excerpt: three records from the list, in no set order.
No.	compound	IMPase Li inh	GAA inhib	RGS12 GoLoco inh	HTT aggregate	GAA spleen mod	GAA glycogen mod	HTT ATP protect
43	COc1ccc(C2CC(=O)C(C=NCCN3CCOCC3)=C(O)C2)cc1 (centres undefined)	6%[38.3 µM]	-1%	-10%	12%	0%	5%	-14%
46	CN1C(=S)SC(C)(C)C1N(O)C(=O)Nc1ccc(Cl)cc1 (centres undefined)	28%	-2%	-20%	?	-3%	-19%	-92%[inhibitor]
47	CCOC(=O)N1CCN(C(=O)Cc2ccc(-n3c(=S)[nH]c4ccccc4c3=O)cc2)CC1	-27%[38.3 µM]	-4%	8%	-6%	-1%	-1%	-12%

Continued.
No.	compound	IMPase Li inh	GAA inhib	RGS12 GoLoco inh	HTT aggregate	GAA spleen mod	GAA glycogen mod	HTT ATP protect
49	CC(=O)Oc1ccc2c(=O)c(N3C(=O)c4ccccc4C3=O)c(C)oc2c1C	5%	1%	2%	8%[9.22 µM]	-7%	-18%	-6%[10 µM]
50	Cc1cc2occ(CC(=O)O)c2cc1C	6%[38.3 µM]	1%	12%	-9%	-2%	2%	-20%[10 µM]
51	CCCC(=O)OCCNc1cc(SCCC(=O)OC)c2nonc2c1[N+](=O)[O-]	17%	-4%	0%	4%	12%	-11%	-5%[10 µM]
52	CCO[C@H]1OC(C(=O)N2CCOCC2)=C[C@@H](C)[C@@H]1CCCO	-9%	.	4%	-1%[9.22 µM]	-1%	13%	1%[10 µM]
53	CCc1cc2cc(C(=O)N3CCN(Cc4ccccc4)CC3)sc2s1	3%[38.3 µM]	-4%	2%	?	2%	-3%	1%
54	O=C(/C=C/c1ccco1)N1CCCC(c2ccccc2)C1 (centres undefined)	3%	?	22%	-12%[9.22 µM]	-1%	-19%	1%[10 µM]
55	CCOCCCNC(=O)CN1C(=O)/C(=C/c2ccccc2C)Sc2ccccc21	13%	-12%	-2%	-14%	-2%	-1%	-43%[inhibitor]
56	O=C(Nc1ccccc1)Nc1nnc(/C=C/c2ccccc2Cl)s1	.	?	.	15%	-4%	11%	37%[10 µM]
57	CCc1c(O)c(-c2ccccc2)c(=O)n(-c2ccccn2)c1-c1ccccc1	.	.	-11%	8%[9.22 µM]	-3%	2%	5%[10 µM]
58	COc1cc(Br)cc2cc(C(=O)NCC3CCCO3)c(=O)oc12 (centres undefined)	3%[38.3 µM]	1%	5%	-4%	-3%	7%	11%

The list is partial; count on the stated rates, not on these rows.
